High-throughput results deposited in PubChem by several laboratories.
PostGolgi ctrl = growth inhibition of yeast control strain, primary screen, counter-screen for post-Golgi transport modulator project; efflux-deficient yeast background strain, growth absorbance A615, 16 h; 98,000 compounds, 5% hits; inhibition, % at 10 µM
DAT uptake mod = changed hDAT dopamine uptake under cocaine IC80, either direction, primary screen, cocaine antagonist project, cell-based, LLC-PK1 hDAT, [14C]-dopamine uptake, MLSMR. LLC-PK1 hDAT cells, [14C]-dopamine uptake with cocaine IC80; actives deviate in either direction. B-score at 10 µM. 110,000 compounds, 1.3% hits. Sodium-dependent dopamine transporter (Homo sapiens), Q01959;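 active = Z score or B-score, a plate-position-corrected score, falls beyond the plate's 99.7% confidence bounds, in either direction; inactive = both scores lie inside the 99.7% bounds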;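 also: scored against the spread of the other compound wells on the same plate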
Target sequence (Q01959 whole entry, looked up): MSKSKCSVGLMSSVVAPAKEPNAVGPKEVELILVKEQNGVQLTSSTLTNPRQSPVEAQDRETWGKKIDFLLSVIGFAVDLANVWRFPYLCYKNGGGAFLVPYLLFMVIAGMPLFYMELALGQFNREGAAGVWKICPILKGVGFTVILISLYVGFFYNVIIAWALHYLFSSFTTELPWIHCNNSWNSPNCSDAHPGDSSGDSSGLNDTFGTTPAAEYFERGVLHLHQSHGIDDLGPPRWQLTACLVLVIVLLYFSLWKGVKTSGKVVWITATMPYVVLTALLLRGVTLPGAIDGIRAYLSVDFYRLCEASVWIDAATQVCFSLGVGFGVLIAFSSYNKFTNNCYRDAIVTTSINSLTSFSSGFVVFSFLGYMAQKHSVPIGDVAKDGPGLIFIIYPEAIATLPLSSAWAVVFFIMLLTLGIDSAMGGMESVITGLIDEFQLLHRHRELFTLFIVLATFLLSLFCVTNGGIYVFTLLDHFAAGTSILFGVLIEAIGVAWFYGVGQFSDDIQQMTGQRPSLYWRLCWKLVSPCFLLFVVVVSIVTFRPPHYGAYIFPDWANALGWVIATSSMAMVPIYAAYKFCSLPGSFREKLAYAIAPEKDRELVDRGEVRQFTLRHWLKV
LYP inh 2 = PTPN22 phosphatase inhibitors, primary screen, biochemical, DiFMUP fluorescence, 2 µM. Tyrosine-protein phosphatase non-receptor type 22 (Homo sapiens), Q9Y2R2. inhibition, % at 2 µM. 96,000 compounds, 0.21% hits. recombinant LYP catalytic domain;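 active = inhibition at 2 µM at or above a set limit, the screen mean plus 3 SD, cut at about 24% in these data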;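 also: 0% = DMSO with enzyme and 100% = enzyme fully blocked by orthovanadate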
PTPN22 act = LYP phosphatase activators, primary screen, biochemical, DiFMUP fluorescence, 2 µM; 96,000 compounds, 0.11% hits; activation, % at 2 µM; recombinant LYP; 0 = plate median, 100 = signal doubled; AID 697, 2007;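 active = activation at 2 µM above a set limit, the mean plus 5 SD, cut at about 37% in these data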
CYP2C9 inhib = blockers of cytochrome P450 2C9 activity – biochemical, luminescence, ADME assay, primary screen. CYP2C9 Supersomes, luciferin-H conversion. 96,000 compounds, 20% hits. inhibition, % at 5 µM. P11712. AID 777, 2007;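 active = blocking of liver enzyme CYP2C9 beyond about 50% at 5 µM, limit read from the data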; also: values of inactives mirror those of a sister screen read the other way
Pyk2 oligo antag = antagonists of Pyk2 self-association, primary screen, Q293 cells, FERM NanoBiT luminescence, HTS | active compounds read low | z-score (the deposit names both 25 µM and 10 µM) | 99,000 compounds, 0.83% hits | AID 1347419, 2020;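 active = Z-score of -3 or lower, scaled per plate to the spread of control and sample wells; inactive = z-score above -3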;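 also: negative z-score means lost luminescence so less FERM oligomerization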
CYP2C9 act = human CYP2C9 activators, primary screen, biochemical, luminescence. recombinant CYP2C9, luciferin-H conversion; active compounds read high; factor 1 = untreated enzyme, 0 = blocked. activation factor at 5 µM. Cytochrome P450 2C9 (Homo sapiens), P11712. AID 1024, 2008. 96,000 compounds, 1.4% hits;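 active = activation factor of 2 or more for CYP2C9 at a 5 µM dose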;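 also: 0 = sulfaphenazole-blocked wells and 1 = vehicle-only wells; values of inactives mirror those of a sister screen read the other way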
PostGolgi yeast = phenotypic screen on post-Golgi transport, primary screen; AID 739, 2007; post-Golgi transport phenotypic cell assay; 98,000 compounds, 0.9% hits; inhibition, % at 10 µM;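 also: yeast cells grown in 1536-well plates; yeast grown about 18 h at 30C before absorbance read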
E coli WT exp = growth inhibitors of wild-type E. coli, primary screen, strain BW25113, expanded library, OD600; 98,000 compounds, 0.15% hits; growth inhibition, % at 100 µM; OD600 absorbance;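 active = growth inhibition above about 50% at one test dose, limit read from the data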;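 also: growth measured after 20 h incubation at 37 °C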
An asterisk follows results filed as active; . = not tested or not shown. Rule as the data show it, unless noted: active = inhibition above about 30%; inactive = the rest.

Every second line gives: PostGolgi ctrl	DAT uptake mod	LYP inh 2	PTPN22 act	CYP2C9 inhib	Pyk2 oligo antag	CYP2C9 act	PostGolgi yeast	E coli WT exp
Cc1nn2c(-c3ccco3)nnc2c2ccccc12
  24	0.42	-3	2	-24	-0.64	1.2	-2	1
CCN(CC)CCNC(=O)Cn1cnc2sc(C)c(S(=O)(=O)N3CCOCC3)c2c1=O
  6	-0.96	9	-5	.	0.03	.	6	0
Fc1ccc(-c2csc3nnc(SCc4cccnc4)n23)cc1
  4	0.93	-2	0	10	-0.23	0.9	-5	13
COc1cc(OC)c(C2N(c3ccc(Cl)cc3)C(=O)C3CCCN32)cc1OC (centres undefined)
  13	0.54	12	-13	36	.	0.6	-6	9
COC(=O)c1ccc2c(=O)n(CCN3CCOCC3)c(=S)[nH]c2c1
  -7	0.044	2	1	-4	-0.06	1	-1	-4
Cc1ccc(C(C(=O)NC2CCCC2)N(C(=O)Cc2cccs2)c2ccc3c(c2)OCCO3)cc1 (centres undefined)
  1	-0.67	7	-4	14	-1.9	0.9	23	-10
CC(C)Cc1ccc(C(C)C(=O)N2CCOCC2)cc1 (centres undefined)
  12	1.4	-1	-2	66*	-0.8	0.3	-6	1
CCc1cc(=O)oc2cc(C)c(CN3CCCCC3)c(O)c12
  1	-0.11	8	-10	11	0.26	0.9	21	-1
COc1cc2c(cc1NC(=O)CN1C(=O)NC3(CCc4ccccc43)C1=O)oc1ccccc12 (centres undefined)
  38*	0.1	.	.	38	-2.3	0.6	8	-9
O=C(Nc1cccc(C(F)(F)F)c1)C1C2CC3OC(=O)C1C3C2 (centres undefined)
  1	-0.059	2	-3	-42	-0.35	1.4	5	-2
CC(=O)N1CCc2c(sc(NC(=O)CN3C(=O)CCC3=O)c2C(N)=O)C1
  -1	-0.32	.	.	.	.	.	7	5
NC1=NC(=O)/C(=C\c2cccs2)S1
  0	0.47	3	2	-18	-0.03	1.2	-5	-1
C=CCNC(=O)c1onc(CSc2cccc3ccccc23)c1C(=O)O
  6	-0.017	3	0	94*	.	0.1	-6	-18
CC(NC(=O)c1ccc(N(C)C)cc1)C(c1cccs1)N1CCN(C)CC1 (centres undefined)
  4	-0.61	0	0	27	0.91	0.7	-7	5
COc1cccc(-c2nc(Cc3ccc(OC)c(OC)c3)no2)c1
  5	0.32	4	-6	17	-0.91	0.8	0	-4
Cc1cc(=O)n2nc(N3CCC(C(=O)NC(C)c4ccccc4)CC3)sc2n1 (centres undefined)
  11	0.43	5	-5	5	-0.03	0.9	-8	-1
COc1ccc(Nc2ncnc3c2oc2ccccc23)cc1
  9	0.72	-13	12	34	-0.76	0.7	-8	-6
CC(C)OCCCNC(=O)c1ccc(N(C)S(C)(=O)=O)cc1
  3	-1.8	9	-6	.	-0.22	.	-14	-6
O=S(=O)(c1ccccc1)c1cnn(-c2ccccc2)c1-c1ccc(Cl)cc1
  39*	-0.46	20	-16	23	-2.1	0.8	6	-19
Cc1cc2ccccn2c1C(=O)c1ccc(Cl)cc1
  20	0.041	7	-5	3	-1.2	1	-5	2
Cc1nn2c(-c3ccccc3)nnc2c2ccccc12
  31*	0.13	0	-5	15	-0.32	0.8	-1	-5
Cc1sc2nc(CN(C(=O)c3cccs3)C3CCCC3)[nH]c(=O)c2c1C
  34*	1	-1	1	74*	-1.9	0.3	0	-1
Cn1cccc1C(=O)NC(=O)CSc1nc2ccccc2s1
  8	-0.14	-14	10	-55	0.94	1.5	-2	-14
O=S(=O)(c1ccc(Br)s1)N1CCN(c2ccccn2)CC1
  51*	-0.0054	-4	8	98*	-1.1	0	2	2
COc1ccc(Cn2ccc(=O)c(Cc3c(Cl)cccc3Cl)c2C)cc1
  11	0.84	4	-1	-8	-1.1	1.1	6	13
O=C(OCc1nnc(-c2ccccc2)o1)c1ccc2c(c1)C(=O)N(CCc1ccccc1)C2=O
  -1	0.98	-9	6	2	0.44	1	17	2
O=C(CCN1C(=O)S/C(=C\c2ccccc2)C1=O)Nc1ccc(S(=O)(=O)Nc2nccs2)cc1
  11	.	0	3	65*	-0.74	0.4	-9	-7
COC(=O)Cn1cnc2sc(C)c(S(=O)(=O)N3CCN(c4ccccc4OC)CC3)c2c1=O
  5	0.16	9	-11	51*	1.5	0.5	6	1
CCOCCCNC(=O)C1CCN(c2cc(C)nc3c(-c4ccc(OC)c(OC)c4)c(C)nn23)CC1
  16	0.5	3	-5	46	-0.54	0.5	-1	0
CCc1ccc2[nH]c(=O)c(CN(Cc3ccc4c(c3)OCO4)Cc3nnnn3C3CCCC3)cc2c1
  15	0.27	10	-13	60*	-0.08	0.4	-2	-9
CSCCC(C(=O)O)N1C(=O)c2ccc(C(=O)O)cc2C1=O (centres undefined)
  7	-0.043	-5	6	-6	0.36	1.1	4	-3
Cc1ccc(-c2nnc(SCC(=O)CC(=O)Nc3ccccc3)n2C)cc1
  .	-0.78	-8	10	.	-1.6	.	.	.
COC(=O)COc1nsnc1N1CCOCC1
  -1	0.62	-22	19	2	0.66	1	23	3
COC(=O)C1=C(C)C(c2cccs2)NC(=O)N1C (centres undefined)
  2	-0.52	-2	0	.	0.58	.	-3	4
O=C(Nc1nncs1)c1ccc(N2C(=O)C3C4C=CC(C4)C3C2=O)cc1 (centres undefined)
  0	0.51	1	-4	-9	2.4	1.1	4	-16
COc1cccc(OCCCCCCN2CCOCC2)c1
  21	0.3	8	-8	29	-0.51	0.7	45*	-1
Cc1ccc(NC(=O)C2(NC(=O)c3cccc(N4C(=O)CSC4c4ccccc4)c3)CCCCC2)cc1 (centres undefined)
  3	0.63	5	-1	84*	-0.9	0.2	-9	-2
Cc1nn2c3c(cnc2c1-c1ccccc1)C(=O)CCC3
  8	-0.0036	1	-2	0	1.6	1	1	-4
O=C(c1ccccc1)[C@H]1[C@H](c2ccccc2)[C@@]2(N=C(c3ccccc3)OC2=O)C2c3ccccc3C=NN21 (some centres undefined)
  4	1.8	13	-10	14	.	0.9	-8	-14
CCOC(=O)CC1C(=O)NC2CCCCC2N1C(=O)Nc1ccc(Cl)cc1 (centres undefined)
  13	-0.31	-6	3	31	-0.02	0.7	-9	0
CC(C)(C)c1ccc(-c2n[nH]c(=S)n2C2CCCC2)cc1
  59*	-0.094	10	-8	11	-1.1	0.9	-6	-10
O=C(NC1CCCc2ccccc21)C1CCCO1 (centres undefined)
  7	0.2	.	.	-50	1.1	1.5	4	7
CCCCNC(=O)CSc1cc(=O)n(C)c2ccccc12
  12	-0.048	-1	-1	-4	-0.51	1	-3	-8
O=C(Nc1ccccc1)N(C1=NCCCCS1)c1cccc2ccccc12
  1	2	9	-7	20	-1.3	0.8	-3	9
CCOC(=O)C1CCN(C(=O)CN(c2ccc(OC)c(OC)c2)S(=O)(=O)c2ccccc2)CC1
  -1	-0.17	.	.	42	0.26	0.6	0	0
COc1ccccc1-c1nc(C#N)c(N2CCN(Cc3ccccc3)CC2)o1
  18	0.031	2	-5	-58	1.7	1.6	1	-12
CCOc1ccc(-c2n[nH]c(C)c2Oc2ccccc2OC)c(O)c1
  5	0.52	0	0	89*	-2.5	0.1	4	11
COC(=O)c1c(NS(C)(=O)=O)sc2c1CCCC2
  16	1.4	-9	9	17	-0.55	0.8	-6	6
CC(C)(C)C(=O)N1CCC(O)(CS(=O)(=O)Cc2ccccc2Cl)CC1
  -2	-0.046	-4	6	14	1.6	0.9	8	-1
COc1cc(NS(C)(=O)=O)c(OC)cc1NC(=O)c1ccccc1
  8	-0.17	10	-11	-145	-0.27	2.5*	2	3
CC(=O)N1N=C(c2ccc(C)cc2)OC1c1ccc(C(C)C)cc1 (centres undefined)
  15	-0.97	15	-12	10	1.2	0.9	-9	-11
Cc1oc(-c2ccccc2)nc1C(=O)OCC(=O)NC(=O)NCC(C)C
  15	-0.71	-6	3	51*	-0.84	0.5	-1	-10
COC(=O)C1=C(N)c2c(F)cccc2C1(C#N)c1ccc(F)cc1 (centres undefined)
  24	-0.056	-14	15	37	-2	0.6	3	2
Cc1ccc(C(C(=O)NC2CCCCC2)N(Cc2cccnc2)C(=O)C2COc3ccccc3O2)o1 (centres undefined)
  14	-0.89	.	.	28	-1.3	0.7	3	4
Cc1ccc(Nc2nc(-c3sc(NC(=O)c4ccco4)nc3C)cs2)cc1
  11	0.51	-15	12	28	.	0.7	-9	-11
O=C(c1cncc(Br)c1)N1CCN(c2ccc(N3CCOCC3)nn2)CC1
  6	0.4	-7	7	11	.	0.9	3	4
CCOC(=O)CCc1c(C)nc2cc(-c3ccc(F)cc3)[nH]n2c1=O
  24	-0.3	1	3	26	0.24	0.7	4	-3
COc1cc(C(=S)N2CCCC2)cc(Cl)c1O
  0	.	-4	4	-40	1.8	1.4	-15	-5
CC(Sc1nc(-c2ccccc2)nc2c1COC(C)(C)C2)C(=O)N1CCOCC1 (centres undefined)
  10	1.6	-8	7	27	-0.12	0.7	-5	3
O=C1CC(=O)CC(c2ccco2)C1
  3	-0.033	.	.	44	-0.14	0.6	9	-11

Next part:
Every second line gives: PostGolgi ctrl	DAT uptake mod	LYP inh 2	PTPN22 act	CYP2C9 inhib	Pyk2 oligo antag	CYP2C9 act	PostGolgi yeast	E coli WT exp
COc1ccc(NC(=O)c2cccnc2N2CCCC2)cc1
  -4	1.4	15	-15	94*	0.95	0.1	-2	-1
COc1ccc(CCN2CC34C=CC(O3)C(C(=O)NCc3ccccc3Cl)C4C2=O)cc1OC (centres undefined)
  1	0.43	8	-4	4	2.2	1	0	-3
O=C(NCCCn1ccnc1)C(=O)NCc1ccccc1
  .	-0.31	4	-7	.	0.05	.	.	.
CCCCC(=O)N/N=C/c1ccc(Sc2cccc3cccnc23)o1
  24	0.45	0	-1	57*	0.22	0.4	0	5
CCOC(=O)c1[nH]c2ccc(C)cc2c1N=C(C)N(C)C
  31*	-1.1	-7	3	-8	0.57	1.1	-5	13
O=C(OC(C(=O)NC1CCCC1)c1ccccn1)c1cccs1 (centres undefined)
  -2	0.98	-15	15	0	0.55	1	-5	1
COc1ccc(NC(=O)CSc2nnc(C)n2Cc2ccccc2)cc1
  -4	0.013	6	-4	8	-0.46	0.9	-5	-10
CCOC(=O)N1CCC2(CC1)CC(=O)c1c(ccc3oc(C(=O)O)c(C)c13)O2
  9	-0.48	.	.	47	0.01	0.5	0	-4
CCOC(=O)c1cc2cc(F)ccc2nc1C
  3	0.3	.	.	11	0.71	0.9	-6	11
COc1cc(-c2nn3c(COc4ccccc4)nnc3s2)cc(OC)c1OC
  12	0.5	.	.	25	0.6	0.7	4	-6
COc1ccccc1OCC(=O)N(Cc1nc(-c2ccccc2)no1)C1CCCCC1
  26	2.5	12	-8	44	-1.1	0.6	-9	-16

Ordered by value in Pyk2 oligo antag (largest number first): three of the compounds above.
SMILES | DAT uptake mod | LYP inh 2 | PTPN22 act | CYP2C9 inhib | Pyk2 oligo antag | CYP2C9 act | PostGolgi yeast
O=C(OC(C(=O)NC1CCCC1)c1ccccn1)c1cccs1 (centres undefined) | 0.98 | -15 | 15 | 0 | 0.55 | 1 | -5
O=C(NCCCn1ccnc1)C(=O)NCc1ccccc1 | -0.31 | 4 | -7 | . | 0.05 | . | .
COc1ccc(NC(=O)CSc2nnc(C)n2Cc2ccccc2)cc1 | 0.013 | 6 | -4 | 8 | -0.46 | 0.9 | -5
